# N370S GC mod – N370S glucocerebrosidase modulation, Gaucher chaperone candidate | Potency, µM (highest dose often 59.4 µM), without a hit: at the top dose activity change, negative = inhibition, hits mostly inhibitors | AID 2101 | 330,000 compounds, 0.092% hits | P04062 | N370S GC spleen homogenate, 4MU-glucoside fluorescence;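 note: 0% = full enzyme activity and -100% = no enzyme basal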
# TDP1 block – inhibitors of human tyrosyl-DNA phosphodiesterase TDP1 | 350,000 compounds, 0.28% hits | AID 485290 | Potency, µM (doses to about 130 µM), for inactives: top-dose activity change, negative = inhibition, usual class: inhibitors | Q9NUW8 | recombinant TDP1, AlphaScreen DNA substrate cleavage; note: nearly all actives have a fitted effect of over 40% in size
# Target sequence (Q9NUW8 whole entry, looked up): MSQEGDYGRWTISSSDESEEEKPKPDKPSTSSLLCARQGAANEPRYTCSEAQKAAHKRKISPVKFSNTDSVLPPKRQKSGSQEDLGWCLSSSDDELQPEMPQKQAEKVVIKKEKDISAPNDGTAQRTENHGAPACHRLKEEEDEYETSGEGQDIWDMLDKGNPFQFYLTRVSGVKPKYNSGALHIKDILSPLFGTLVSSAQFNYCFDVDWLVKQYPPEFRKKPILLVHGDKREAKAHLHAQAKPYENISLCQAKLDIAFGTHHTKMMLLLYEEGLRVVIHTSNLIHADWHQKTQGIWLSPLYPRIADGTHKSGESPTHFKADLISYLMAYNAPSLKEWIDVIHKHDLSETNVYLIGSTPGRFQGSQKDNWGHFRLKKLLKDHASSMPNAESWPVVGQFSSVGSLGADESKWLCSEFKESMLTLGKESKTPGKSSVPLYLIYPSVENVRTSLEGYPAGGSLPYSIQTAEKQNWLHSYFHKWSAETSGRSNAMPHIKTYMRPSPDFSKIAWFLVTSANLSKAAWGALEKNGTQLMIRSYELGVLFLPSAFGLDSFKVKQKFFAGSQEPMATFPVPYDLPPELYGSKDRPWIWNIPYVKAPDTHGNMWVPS
#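 Recombinant E. coli-expressed Tdp1 (1 nM) preincubated with compound 15 min at RT, then 5'-biotin/3'-phosphotyrosine-FITC DNA substrate (15 nM) added for 5 min. AlphaScreen beads (10 ug/ml) added, 10 min RT; tyrosine-FITC cleavage read as signal loss.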
# FEN1 inh – blocks human flap endonuclease 1. P39748. Recombinant FEN1 flap cleavage, fluorescence, 15 min. Potency, µM (highest dose often 114 µM), for inactives: at the top dose activity change, negative = inhibition, hits mostly inhibitors. 390,000 compounds, 0.35% hits; note: nearly all actives have a fitted effect of over 65% in size
# Target sequence (P39748 whole entry, looked up): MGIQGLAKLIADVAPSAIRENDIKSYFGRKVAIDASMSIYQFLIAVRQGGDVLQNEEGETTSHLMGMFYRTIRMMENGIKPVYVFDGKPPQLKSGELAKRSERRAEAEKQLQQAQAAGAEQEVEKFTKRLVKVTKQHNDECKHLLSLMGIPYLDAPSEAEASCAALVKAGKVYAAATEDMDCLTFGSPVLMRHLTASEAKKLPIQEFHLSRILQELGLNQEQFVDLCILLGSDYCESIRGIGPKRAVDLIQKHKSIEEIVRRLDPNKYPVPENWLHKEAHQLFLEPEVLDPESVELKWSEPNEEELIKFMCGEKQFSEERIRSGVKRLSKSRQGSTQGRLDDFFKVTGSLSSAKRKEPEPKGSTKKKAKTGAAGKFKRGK
#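 In this screen, 50 nM flap DNA substrate was added to 10 nM FEN1 pretreated with compound for 15 min at room temperature; cleavage was followed with reads at 0 and 15 min, and Hill fitting gave concentration–response parameters.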
# The depositor's hits bear a star; ? = inconclusive; · = no result given; & = joins results of further samples; [ ] = dose if it differs, or a comment. Calls come from the whole dose curve; as a rule, active = well fitted curve in the direction sought with a large enough effect; inconclusive = small, poorly fitted or top-dose-only effect, or another doubt; inactive = no such curve, though single readings can be large; an effect the other way counts as inactive or inconclusive. Unless noted, % is set by controls: 0 for no effect and ±100 for the full control effect; potency is the fitted concentration of half-maximal effect.
item	molecule	N370S GC mod	TDP1 block	FEN1 inh
1	OC1CCCN(Cc2c3ccccc3cc3ccccc23)C1 (stereo not given)	-24%	-5%	?
2	Cc1ccc(N2CC(C(=O)NCCS(=O)(=O)N3CCN(c4ccccc4F)CC3)CC2=O)cc1 (stereo not given)	4%	-3%&1%	-14%&2%
3	Cc1sc2ncn(CC(=O)N3CCN(c4cccc(Cl)c4)CC3)c(=O)c2c1S(=O)(=O)N1CCC(C)CC1	·	6%	-1%
4	CC1CN(c2oc(COc3ccc(Cl)cc3Cl)nc2C#N)CC(C)O1 (stereo not given)	4%	5%	-4%
5	COc1ccc(/C=C/C(=O)NCCCN2CCOCC2)cc1	3%	·	5%
6	O=C(C1CC1)N1CCc2cc(S(=O)(=O)N3CCOCC3)ccc21	·	-6%	9%
7	CC1(C)CC(=O)c2cc(NC(=O)c3ccc(F)cc3)c(=O)oc2C1	-4%	-3%	1%
8	CCCSc1nc(O)c(C(c2ccc(OC)c(O)c2)c2c(O)nc(SCCC)n(C)c2=O)c(=O)n1C	-8%	-4%	4%
9	O=C1c2ccccc2C(=O)N1CCCCSc1nc2ccccc2o1	27%	·	-4%
10	O=C(COc1ccc(S(=O)(=O)N2CCCC2)cc1[N+](=O)[O-])N1CCCC1	·	-3%[56.1 µM]	-13%
11	Nc1cc(C(=O)OCC(=O)N2CCCC2=O)ccc1Cl	0%	-2%	-1%
12	O=C(N/N=C/c1cccs1)c1cc(-c2ccc3ccccc3c2)n[nH]1	-6%	3%	-10%
13	CN(C(=O)COC(=O)c1cc([N+](=O)[O-])ccc1N1CCCC1)C1CCS(=O)(=O)C1 (stereo not given)	-2%	-1%	-3%
14	CC(C)(C)NC(=O)CSc1nc(-c2ccccc2)c(-c2ccccc2)[nH]1	10%	6%	-5%
15	COc1ccccc1CNC(=O)c1ccc(N(C)S(=O)(=O)c2ccc(C)cc2)cc1	1%	-1%	15%
16	Cc1c(C(=O)NCCSCc2c(F)cccc2Cl)cnn1-c1ccc(Cl)cc1	8%	0%	-20%
17	O=C(COC(=O)CNC(=O)c1ccccc1)Nc1ccc2c(c1)OCO2	6%	6%	4%
18	C[C@H]1CN=C(Nc2ccccc2)N1CC1CCC1	-16%	·	-10%
19	CCCCn1c(N)c(N(CC(C)C)C(=O)CCNC(=O)c2ccc([N+](=O)[O-])cc2)c(=O)[nH]c1=O	-2%	0%	-1%
20	Cc1ccc2c(c1)-c1ncc(C(=O)c3ccccc3O)cc1CO2	·	11%	1%
21	CC(Oc1ccc(-c2ccccc2)cc1)C(=O)N1CCOCC1 (stereo not given)	5%	7%	-3%
22	C#CCOC(=O)c1ccccc1C(=O)O	6%	-4%	-4%
23	CCn1cc(CNC(=O)c2c(-c3c(Cl)cccc3Cl)noc2C)c(C)n1	-10%	5%	-2%
24	CCC(=Nc1ccccc1O)C1=C(O)CC(c2ccccc2)CC1=O (stereo not given)	-21%	5%	-5%
25	COc1ccc(OC)c(NC(=O)Cn2c(C)nc3ccccc3c2=O)c1	2%	-3%	-3%
26	O=C(CSc1ccc2nnc(-c3cccnc3)n2n1)NCc1ccco1	0%	-3%	18%
27	CC(C)CCNC(=O)[C@H](CSCc1ccccc1)N1Cc2ccccc2C1=O	?	-1%	7%
28	COc1ccc(CC(=O)NNc2ncnc3c2cnn3C)cc1OC	-1%	3%	-10%
29	COc1ccc(OCC(=O)Nc2ccc(NC(=O)c3cccs3)c(OC)c2)cc1	10%	2%	1%
30	CC1CCN(c2nc3ccc(C(=O)NC(C)C)cc3s2)CC1	·	3%	12%
31	O=C(NC1CCCC1)C1CCCN1S(=O)(=O)c1cccc2cccnc12 (stereo not given)	3%	1%	15%
32	COc1ccc(CC(=O)NN2C(=O)c3ccccc3C2=O)cc1	-2%	2%	0%
33	CC(C)N(C(=O)Cn1cc(S(=O)(=O)Cc2ccc(Br)cc2)c2ccccc21)C(C)C	·	-3%	20%
34	CCOC(=O)C1CCN(C(=O)CCS(=O)(=O)c2cc3c(cc2Cl)NC(=O)CO3)CC1	·	1%	-13%
35	CCOC(=O)Cn1c(C2CC(=O)N(c3ccc(C)cc3)C2)nc2ccccc21 (stereo not given)	·	6%	-4%
36	O=C(NCC1COc2ccccc2O1)c1cc(S(=O)(=O)N2CCOCC2)c(Cl)cc1Cl (stereo not given)	-6%	0%	1%
37	COc1ccc(CC(=O)Nc2cccc3ccccc23)cc1OC	-3%	0%	-6%
38	O=C(Nc1ccccc1C(=O)NC(Cc1ccccc1)C(=O)NC1CCCCCC1)c1ccccc1 (stereo not given)	4%	-1%	4%
39	CCOC(=O)CSc1ccc(-c2nc3cc(C)c(C)cc3[nH]2)cn1	-2%	3%	1%
40	Cn1cc(Cl)c(/C(N)=N/OC(=O)c2ccccc2C(F)(F)F)n1	-4%	2%	-14%
41	CC(C)Oc1cccc(C(=O)Nc2ncn[nH]2)c1	-7%	2%	7%
42	CC(C)(C)c1ccc(OCC(O)CSc2ncn[nH]2)cc1 (stereo not given)	2%	-1%	-4%
43	CCCCC(CC)CNC(=O)CCS(=O)(=O)c1cccc2nsnc12 (stereo not given)	-1%	2%	-10%
44	CO/N=C(/COc1ccc(F)cc1)c1ccc(OC)cc1	-2%	·	1%
45	C=CCOc1cccc(/C=C/c2nc3ccccc3c(=O)[nH]2)c1	-19%	·	-8%
46	Cc1ccc(NC(=O)CN(C)C(=O)COc2cccc3cccnc23)cc1	-14%	-1%	-13%
47	CCOC(=O)CCCNC(=O)CN1C(=O)NC(CCc2ccccc2)C1=O (stereo not given)	-7%	-2%	1%
48	CNc1cnn(-c2ccccc2)c(=O)c1Cl	3%	6%	0%
49	COc1ccc(C(=O)/C(C#N)=N/Nc2ccc([N+](=O)[O-])cc2)cc1	-9%	7%	?
50	CC(C)[C@H](NS(=O)(=O)c1cccc(Cl)c1)C(=O)OCC(=O)NC(=O)CN1CCCC1=O	·	25µM*	-18%

# Next part
item	molecule	N370S GC mod	TDP1 block	FEN1 inh
51	Cc1cccc(NC(=O)CSc2cn(CC(=O)N3CCOCC3)c3ccccc23)c1	·	3%	-1%
52	O=C(NCc1ccccn1)C1CCN(S(=O)(=O)c2ccc(Br)cc2)CC1	-8%	1%	19%
53	NC(=O)COC(=O)c1ccccc1SCC(=O)NC1CCCCCCC1	-1%	·	0%
54	CCN(CC)CCCNC(=O)c1cn(C)c2ccc(S(=O)(=O)N(C)C)cc2c1=O	3%	-2%	1%
55	COC(=O)c1ccccc1S(=O)(=O)NNC(=O)c1nn(C)c(=O)c2ccccc12	·	0%	-1%
56	Nc1nc(SCC(=O)Nc2cc(C(F)(F)F)ccc2Cl)[nH]c(=O)c1NC(=O)c1ccco1	3%	3%	-6%
57	NC(=O)c1ccsc1NC(=O)CSc1ccccc1F	3%	0%	-11%
58	CCc1ccc(-n2c(=O)c3c4c(sc3n(CC(=O)NCCCOC)c2=O)CCCC4)cc1	·	5%	4%
59	O=C(COc1ccc(Cl)cc1Cl)NCCCn1ccnc1	-4%	8%	12%
60	Cc1ccc(S(=O)(=O)N2CCOCC2)cc1NC(=O)COC(=O)c1cc(=O)c2ccccc2o1	0%	6%	3%
61	Cc1nn(S(=O)(=O)c2ccc(C(C)C)cc2)c(C)c1S(=O)(=O)N1CCCCCC1	·	-1%	17%
62	COC(=O)C1=C(C)N(Cc2ccccc2)C(=O)N[C@@H]1c1ccccc1	18%	1%	·
63	CC(C)c1ccc(NC(=O)CN(Cc2ccccc2)S(C)(=O)=O)cc1	0%	0%	-15%
64	CCCN1CCN(S(=O)(=O)c2ccc3c(c2)CC(C)N3C(=O)C2CC2)CC1 (stereo not given)	1%	3%	-6%
65	Cc1cc2nc(CCN(Cc3cccnc3)C(=S)Nc3ccc(F)cc3)[nH]c2cc1C	0%	8%	-13%
66	CCCCn1c(N)c(N(CCOC)C(=O)CSCC(=O)Nc2cccc(C)c2)c(=O)[nH]c1=O	-10%	·	-1%
67	CN(CC(=O)Nc1cccc(F)c1)C(=O)COc1ccc2c(c1)CCC2	·	1%	13%
68	CC(C)N(C(=O)COC(=O)c1cccnc1Cl)c1ccccc1	·	0%	-3%
69	Cc1cccc(Cc2nnc(CCC(=O)N(C)CCc3ccccc3)o2)c1	-2%	2%	-2%
70	Cc1c(/C=N\NC(=O)c2cc3ccccc3o2)c2ccccc2n1C	?	5%	8%
71	Cc1ccc(S(=O)(=O)N2CCN(C(C)C)CC2)cc1	16%	0%	-12%
72	CO/N=C(\C(=O)O)c1csc(NN=C(C)C)n1	-3%	3%	-1%
73	CCC1CCCCN1C(=O)C(=O)c1cn(CC(=O)N(CC)CC)c2ccccc12 (stereo not given)	-8%	-5%	-5%
74	O=C(Oc1ccc2ccc(=O)oc2c1)c1ccco1	?	-2%	-4%
75	CC(=O)Nc1cccc(NC(=O)CSc2nc(=O)n3cccc(C)c3n2)c1	1%	·	-15%

# With a hit mark in TDP1 block, of those listed so far:
item	molecule	N370S GC mod	TDP1 block	FEN1 inh
50	CC(C)[C@H](NS(=O)(=O)c1cccc(Cl)c1)C(=O)OCC(=O)NC(=O)CN1CCCC1=O	·	25µM*	-18%

# Whole records from above:
# Cc1cccc(Cc2nnc(CCC(=O)N(C)CCc3ccccc3)o2)c1 reads N370S GC mod = -2%; TDP1 block = 2%; FEN1 inh = -2%
# O=C(CSc1ccc2nnc(-c3cccnc3)n2n1)NCc1ccco1 reads N370S GC mod = 0%; TDP1 block = -3%; FEN1 inh = 18%
# CCn1cc(CNC(=O)c2c(-c3c(Cl)cccc3Cl)noc2C)c(C)n1 reads N370S GC mod = -10%; TDP1 block = 5%; FEN1 inh = -2%

# Going on with the list.
item	molecule	N370S GC mod	TDP1 block	FEN1 inh
76	O=C(CN(C(=O)C1CSC(=O)C1)c1cccc(F)c1)NC1CCCC1 (stereo not given)	-5%	1%	26%
77	CS(=O)(=O)N(CC(=O)NC1CCCC1)C1CCCCC1	4%	3%	2%
78	O=C(O)c1cccc(-n2cnc3cccnc32)c1	·	0%	14%
79	Cc1ccc(NC(=O)CN2C(=O)c3ccccc3C2=O)c(C)c1	-9%	·	-2%
80	O=C(OCc1nnc(-c2ccccc2)o1)c1cc(F)c(F)cc1Cl	-9%	-13%	-11%
81	CC1CC(C)CN(c2nc(NCc3ccco3)nc(N)c2[N+](=O)[O-])C1 (stereo not given)	-4%	3%	?
82	Cc1ccc(C(=O)Nc2ccccc2-c2ccccc2)o1	3%	2%	4%
83	N=C1C(c2ccccc2)=C(O)CN1CCCO	-4%	9%	-4%
84	CCn1nc(NS(=O)(=O)c2ccccc2)c2cc3cc(C)ccc3nc21	-15%	-4%	-17%
85	Cc1nn(C)c(C(=O)NC2C3CC4CC(C3)CC2C4)c1Cl (stereo not given)	16%	3%	-10%
86	CC1C[C@@]2(NC(=O)NC2=O)C(C)CN1C (stereo not given in full)	0%	0%	-1%
87	CCOC(=O)c1cccc(NC(=O)c2cc(S(=O)(=O)N3CCCC(C)C3)cn2C)c1 (stereo not given)	·	1%	-5%
88	Clc1cc(-c2ccc(/C=N/n3cnnc3)o2)ccc1Br	-9%	4%	10%
89	CCCCCc1c(O)nc(SCCN(C)C)[nH]c1=O	-7%	4%	-8%
90	COc1cc(OC)cc(C(=O)Nc2ccccc2N2CCOCC2)c1	18%	3%	-9%
91	C[C@]12CCC3c4ccc(O)cc4CCC3C1CCC2=O (stereo not given in full)	10%	7%[56.1 µM]	·
92	COc1ccccc1OCc1ccc(C(=O)N(C)c2ccccc2)o1	-28%	·	4%
93	CCSc1nnc(NC(=O)c2ccc(F)c(S(=O)(=O)N3CCOCC3)c2)s1	·	4%	-1%
94	O=C(N[C@@H]1C/C=C\C[C@@H](CC(=O)N(CCO)Cc2ccccc2)C(=O)N[C@@H](c2ccccc2)COC1=O)OCC1c2ccccc2-c2ccccc21	·	0%	-5%
95	Cc1ccc(/C=C/c2onc(C)c2S(=O)(=O)N2CCC(C(=O)NCC(C)c3ccccc3)CC2)cc1 (stereo not given)	·	9%	-2%
96	Cc1ccc(CCNC(=O)CC2Oc3ccc(C)cc3NC2=O)cc1 (stereo not given)	-3%	3%	18%
97	CN(C)c1ccc(CN(C(=O)/C=C/c2ccccc2Cl)C2CCS(=O)(=O)C2)cc1 (stereo not given)	-4%	·	-16%
98	CCC(C(=O)Nc1ccc(C(=O)OC)cc1)n1nc(-c2ccc(C)cc2)c2c(c1=O)CCCC2 (stereo not given)	·	5%	-2%
99	COc1ccc(NC(=S)NCC(c2ccco2)N2CCCC2)cc1 (stereo not given)	-5%	4%	2%
100	COc1ccc(Cl)cc1N(CC(=O)N1CCC(C)CC1)S(C)(=O)=O	6%	-1%	-7%
101	CC1CCN(Cc2ccc(NC(=O)C3CCN(c4nnc(-n5cccc5)s4)CC3)cc2)CC1	-11%	8%	-4%
102	NC(=O)c1ccccc1NC(=O)NC1CCCCC1	-3%	-2%	-2%

# Screening results from PubChem.
